# Source: PubChem BioAssay
# Tn6 DDE FP: disrupts Tn6 cyclic peptide binding to fibrin D-Dimer-E complex. 370,000 compounds, 0.21% hits. inhibition, % at 8.3 µM. Fibrin DD(E) TRITC-Tn6 fluorescence polarization displacement;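 active = inhibition above a per-campaign cutoff: mean of compounds within control limits plus 3 SD, cut at about 15% in these data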;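 also: 0% = median of all compound wells on the plate and 100% = blocking peptide control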
# PLCb3 inh: PLC-beta3 (human) inhibition, primary screen; Q01970; Purified PLC-beta3, fluorogenic substrate, fluorescence; inhibition, % at 12.2 µM; 370,000 compounds, 0.18% hits; in the data active = inhibition above about 11%;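 also: 0% = median of compound wells on plate and 100% = full blocker control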
# ARFGAP1 inhibitor: rat ARFGAP1 inhibition | 360,000 compounds, 0.26% hits | Arfgap1-stimulated ARF1 GTP hydrolysis, GDP FP detection | Q62848 | inhibition, % at 16.5 µM;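 active = inhibition above a per-plate limit, mean inhibition of low control wells plus 3 SD, cut at about 25% in these data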;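 also: 0% = DMSO wells with enzyme and 100% = wells lacking Arfgap1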
# Target sequence (Q62848 1-136 limits assumed): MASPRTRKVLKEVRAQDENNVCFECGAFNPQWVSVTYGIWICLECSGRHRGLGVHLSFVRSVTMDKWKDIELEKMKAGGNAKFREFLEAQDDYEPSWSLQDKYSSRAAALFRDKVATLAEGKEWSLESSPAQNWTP
#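 material = rat Arfgap1 catalytic domain, aa 1-136 | also added = human ARF1(Δ1-17)-GTP substrate | compound dosing = one concentration, 16.5 µM, DMSO 1.26% | times = GTP hydrolysis reaction 2 h at 25 °C | measured by = FP, GDP Alexa 633 tracer displaced from anti-GDP antibody, 620/688 nm | evaluation = percent inhibition of Arfgap1-stimulated GTP hydrolysis | replication = single well per compound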
# Tn7 DDE FP: inhibitors of Tn7 peptide binding to human fibrin DD(E). FP displacement of FITC-Tn7 peptide from fibrin DD(E); 0% = median of compound wells per plate. inhibition, % at 8.3 µM. 370,000 compounds, 0.13% hits. AID 720508;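 active = inhibition above the mean of compounds falling within the control limits plus 3 SD of them, cut at about 14% in these data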;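 also: 0% = plate median of compound wells and 100% = 10 µM Aha-Tn7 peptide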
#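 Measure: % inhibition scaled between sample-field median and high-control FP; Test system: human fibrin DD(E); Quantity: 2 µM final DD(E) protein; Doses: one dose, 8.3 µM nominal; Schedule: compound with protein 10 min, then 3 h after probe, room temperature; Detection: fluorescence polarization; Medium: Tris buffer with calcium and detergent, pH 7.8.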
# UHRF1 binding: human UHRF1 methylated DNA binding inhibitors; Q96T88; UHRF1 binding to methylated oligo, TR-FRET; inhibition, % at 4.4 µM; 370,000 compounds, 0.75% hits; in the data active = inhibition above about 21%;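 also: UHRF1 SRA domain binding a hemimethylated CpG hairpin DNA probe; 0% = median of test compound wells and 100% = reference inhibitor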
# PLC-gamma1 inh: PLC-gamma1 (human) inhibition, primary screen; P19174; purified PLC-gamma1, fluorogenic substrate, fluorescence; inhibition, % at 12.2 µM; 370,000 compounds, 0.84% hits; in the data active = inhibition above about 9.5%
# ASAP1 GAP inh: ASAP1 ArfGAP inhibition; Q9ULH1; ASAP1-stimulated ARF1 GTP hydrolysis, GDP FP detection; inhibition, % at 16.5 µM; 360,000 compounds, 0.19% hits; AID 624377; in the data active = inhibition above about 25%;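 also: 0% = vehicle with enzyme and substrate and 100% = no enzyme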
# Target sequence (Q9ULH1 325-724 limits assumed): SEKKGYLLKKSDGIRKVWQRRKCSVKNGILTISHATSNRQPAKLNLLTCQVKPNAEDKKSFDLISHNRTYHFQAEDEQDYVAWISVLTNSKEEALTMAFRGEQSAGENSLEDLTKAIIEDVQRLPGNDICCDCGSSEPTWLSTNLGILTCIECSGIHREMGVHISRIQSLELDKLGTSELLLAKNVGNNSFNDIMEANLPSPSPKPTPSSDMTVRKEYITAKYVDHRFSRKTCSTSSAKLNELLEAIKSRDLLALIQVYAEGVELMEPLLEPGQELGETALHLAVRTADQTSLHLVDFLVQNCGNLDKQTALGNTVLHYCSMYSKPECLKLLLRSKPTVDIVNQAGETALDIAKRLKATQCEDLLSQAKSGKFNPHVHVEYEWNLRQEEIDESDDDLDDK
# HGIII-sPLA2 inh: Blocks human group III sPLA2 activity; inhibition, % at 12.2 µM; QFRET BODIPY PC-A2 liposome hydrolysis, fluorescence; Q9NZ20; AID 743126; 370,000 compounds, 0.56% hits;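 active = inhibition above mean plus 3 SD of compounds lying within the high and low control bounds, cut at about 19% in these data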;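 also: 0% = median of test compound wells and 100% = no enzyme DMSO wells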
# Rev-erbA mod: modulators of human Rev-erb alpha DNA binding | P20393 | Rev-erbα–FITC-DNA binding, fluorescence polarization, 90 min | activity, % at 10 µM | 370,000 compounds, 0.79% hits | AID 1259318;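 active = activity above about 14%, limit read from the data; passing the limit was not always enough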;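 also: 0% = DMSO wells with 35 nM protein and 100% = DMSO wells with 750 nM protein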
# proKLK7 act: proKLK7 (human) activation, primary screen | P49862 | purified proKLK7, EDANS-DABCYL substrate fluorescence; 100% is mature enzyme control, 0% vehicle | activation, % at 7 µM | 370,000 compounds, 0.9% hits;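 active = activation above the mean of all tested compounds plus 3 SD, computed per campaign excluding outliers beyond control limits, cut at about 13% in these data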
# Target sequence (P49862 whole entry, looked up): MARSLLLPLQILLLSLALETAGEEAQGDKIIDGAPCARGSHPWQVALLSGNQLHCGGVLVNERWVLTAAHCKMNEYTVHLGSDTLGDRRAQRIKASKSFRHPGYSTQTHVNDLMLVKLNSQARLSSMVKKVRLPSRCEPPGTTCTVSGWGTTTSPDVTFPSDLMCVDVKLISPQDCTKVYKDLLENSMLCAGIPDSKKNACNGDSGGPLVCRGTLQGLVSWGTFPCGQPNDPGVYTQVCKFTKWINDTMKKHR
# Numbers without * were called inactive.
SMILES,Tn6 DDE FP,PLCb3 inh,ARFGAP1 inhibitor,Tn7 DDE FP,UHRF1 binding,PLC-gamma1 inh,ASAP1 GAP inh,HGIII-sPLA2 inh,Rev-erbA mod,proKLK7 act
CCc1noc(C)c1C(=O)N1CCCC(N2CCN(c3cccc(Cl)c3)CC2)C1 (stereo unspecified),-8,-6,0,-6,2,0,3,5,0,-0.2
COc1cccc(CNC(=O)CCCn2c(=S)[nH]c3cc4c(cc3c2=O)OCO4)c1,2,-4,17,-1,-1,-2,-7,8,86*,0.6
CC1(C)OC(=O)C(=NNc2ccc(C(=O)O)cc2)C(=O)O1,0,0,-2,-7,7,5,12,18,0,0.9
COc1cccc(C(C)(O)c2nc(-c3cncnc3)cs2)c1 (stereo unspecified),-2,-4,6,-8,-1,2,-17,3,-8,0.1
COc1ccc(N2CCN(c3ccc(N)cc3C#N)CC2)cc1,0,-20,1,0,-4,-14,-3,10,-2,-0.1
C#CCNC(=O)C[C@@H]1C[C@@]2(C(=O)OCC)CCCC=C2N(Cc2cccc3ccccc23)C1=O,3,3,12,3,-1,6,10,-8,-2,0.9
CC1CCC(C(C)C)C(OC(=O)C2=C3c4ccccc4S(=O)(=O)N3CC2)C1 (stereo unspecified),-9,-2,-2,1,4,0,-10,-1,3,0.2
O=C(c1cccc(C(F)(F)F)c1)C1CCCN(C(=O)CCc2cnccn2)C1 (stereo unspecified),8,1,-2,-4,-1,0,7,2,1,0.1
Cc1cc2cc(CNC(=S)Nc3ccc(OC(F)(F)F)cc3)ccc2[nH]1,3,-23,19,-1,-3,-16,-4,8,-3,0.7
CC1Cc2ccccc2N1C(=O)Cc1cccs1 (stereo unspecified),-4,-1,12,-2,2,2,-3,-2,0,0.3
CN(C)c1ccc(-c2cccc(C3CC=CC4C3C(=O)N(Cc3ccccc3)C4c3ccc4ccccc4c3)c2)cc1 (stereo unspecified),-6,-4,4,2,1,-3,-2,10,9,0.6
Cc1cccn2cc(-c3cccc(NC(=O)c4cccs4)c3)nc12,-9,0,4,1,1,3,3,-14,13,1.7
O=C(Nc1cccnc1Cl)c1ccc(S(=O)(=O)N2CCCCCC2)cc1,-8,4,-2,-2,-1,2,-4,-4,1,0.7
O=C1CCC(=O)N(c2ccccc2)N1,7,-3,-6,-2,0,-3,-5,2,1,0.0
COc1ccccc1C1CCN(C(=O)c2ccccc2)CC1,7,1,3,-4,-2,1,3,-4,-1,-0.2
N/C(CN1CCCC1=O)=N\OC(=O)c1ccccc1Cl,-5,-1,-10,5,1,-1,-10,8,2,-0.3
Cc1cnc(CNC(=O)c2ccc3sc([C@@H]4O[C@H](CO)[C@H](O)[C@H](O)[C@H]4O)nc3c2)cn1,2,0,3,0,-1,-3,-9,0,-9,0.2
Cc1ccc(NC(=O)C2CCCN(C(=O)NCc3ccccc3)C2)c(C)c1 (stereo unspecified),-2,-5,-1,-3,0,0,-4,0,2,-0.2
Cc1ccc(S(=O)c2ccc([N+](=O)[O-])c3nonc23)cc1 (stereo unspecified),-12,-92,-9,-7,-9,-63,-15,-8,-2,-0.8
Cc1nnc(N2C(=O)C(=O)/C(=C(/O)c3ccc4c(c3)CC(C)O4)C2c2ccccc2F)s1 (stereo unspecified),-5,-40,7,-3,2,-21,3,-8,-3,0.4
O=C1N(c2cccc3ccccc23)C(c2ccccc2)N2CCCN12 (stereo unspecified),0,0,3,4,1,-2,4,13,5,0.7
COc1ccc(-n2c(=O)c3ccccc3n(CC(=O)NC3CCCC3)c2=O)c(OC)c1,-6,1,-6,-8,1,5,2,1,2,-0.1
COc1cccc2sc(=NC(=O)CS(=O)(=O)c3ccccc3)n(C)c12,1,1,-5,-3,1,-4,-5,1,9,0.5
Cc1noc(C)c1NC(=O)N(C)C[C@@H]1OCc2cnnn2CCCC(=O)N([C@@H](C)CO)C[C@@H]1C,-5,1,15,-5,-1,1,-9,3,-5,-0.1
c1ccc(CCn2nnnc2C(c2cccs2)N2CCOCC2)cc1 (stereo unspecified),-4,0,15,-4,5,3,17,8,-2,0.4

# (further entries)
SMILES,Tn6 DDE FP,PLCb3 inh,ARFGAP1 inhibitor,Tn7 DDE FP,UHRF1 binding,PLC-gamma1 inh,ASAP1 GAP inh,HGIII-sPLA2 inh,Rev-erbA mod,proKLK7 act
CCCS(=O)(=O)Nc1ccc(N2CCCCC2)c(S(=O)(=O)Nc2ccccc2OC)c1,-6,-5,-2,0,-3,-1,-2,-41,8,0.3
Cc1ccc(CSc2nnc(-c3ccco3)o2)cc1,-1,0,-7,-3,-1,-3,-10,-9,2,0.1
COc1ccccc1NCCC(=O)OCC(=O)Nc1cccc(S(=O)(=O)N(C)C)c1,3,-2,3,-3,-2,0,1,-11,-6,0.9
CCCCN1C(=O)NC(c2cccc([N+](=O)[O-])c2)C(C(=O)OCC)=C1C (stereo unspecified),-5,1,-2,-11,3,1,-1,-1,-1,-0.1
CCC(CO)Oc1cc(NC(=O)c2cccc3ccccc23)c2ncn(C(C)C)c2c1 (stereo unspecified),-9,-11,17,-5,8,-5,-7,-25,-1,-3.8
CC(C)(C)NC(=O)Cn1c(=O)oc2ccc(Cl)cc21,0,5,7,9,-1,1,8,2,-1,0.0
CC(Sc1nnnn1C)C(=O)Nc1ccccc1-c1ccccc1 (stereo unspecified),3,3,-5,-2,2,1,2,10,-1,0.3
Cc1ccc(CNC(=O)CC2C(=O)Nc3c2c(=O)n(C)c(=O)n3Cc2ccccc2)cc1 (stereo unspecified),-8,-7,6,-4,3,-1,8,1,2,-0.8
N#CCC(=O)Nc1ccc(C(=O)OCC(=O)NC2CCCc3ccccc32)cc1 (stereo unspecified),6,-28,1,-1,0,-27,0,-59,-3,-0.5
COc1cc(OC)cc(C(=O)NCCC(=O)NCCc2ccc(OC)c(OC)c2)c1,0,4,0,5,1,2,6,6,1,-0.3
Cc1n[nH]c(C)c1C(=O)CC1(O)C(=O)N(CCc2ccccc2)c2ccc(Cl)cc21 (stereo unspecified),3,2,-8,3,-4,-1,-8,-22,4,0.8
O=C(c1cc(COc2ccc(F)cc2Cl)on1)N1CCCCCCC1,-3,-6,9,3,3,3,3,-8,3,0.6
COc1ccccc1NC(=O)N1CCC(NC(=O)C2CCCCC2)CC1,0,2,7,-3,0,4,-3,-1,-4,-0.6
COc1ccc(C(=O)N/N=C/c2ccccc2C(=O)O)cc1OC,8,-6,-13,-4,-2,0,-18,4,-4,0.0
COC(=O)[C@@]1(Cc2ccc(OC)cc2)[C@H]2c3cc(C(=O)N4CCCC4)n(Cc4ccc(S(C)(=O)=O)cc4)c3C[C@H]2CN1C(=O)c1ccccc1,0,-16,-1,-3,2,-8,5,-14,-1,-1.3
CCOc1ccc(CCNC(=O)c2ccc(F)c(S(=O)(=O)N3CCOCC3)c2)cc1OCC,6,-7,-17,4,0,-1,1,4,5,-0.4
C=CCS/C(N)=N\N=C\c1c(O)ccc2ccccc12,2,-180,8,9,-2,-123,-14,20*,-4,-0.3
CC[C@@H](C)[C@H](NS(=O)(=O)c1ccc(C)cc1)C(=O)N1CCC(C(=O)NCC(=O)O)CC1,2,0,1,-10,-3,3,3,0,0,-0.6
COC(=O)c1sc2nc(SCc3ccccc3C#N)n(N)c(=O)c2c1C,-3,2,4,0,2,1,0,-4,7,-0.6
CCOC(=O)C1=C(N)OC2=C(C(=O)CC(C)(C)C2)C1c1cccnc1 (stereo unspecified),-7,-2,5,4,1,-1,-11,3,5,-0.8
CCOC(=O)NC(=O)CSc1nc2ccccc2[nH]1,-4,3,13,3,2,2,-9,6,-2,0.1
CCOc1ccccc1COC(=O)c1cccc(-n2cnnn2)c1,-1,-2,-5,3,-1,0,-2,-13,0,-0.1
CC1Cc2cc(/C(O)=C3/C(=O)C(=O)N(CCCn4ccnc4)C3c3cccnc3)ccc2O1 (stereo unspecified),-4,-2,1,1,-2,-1,5,2,2,0.1
COCCNC(=O)C1CCCN(Cc2ccc(C#N)cc2)CC1 (stereo unspecified),-2,3,-9,2,-1,2,-10,-1,0,-0.4

# Ordered by heavy-atom count (lowest first): part of the list above
SMILES,Tn6 DDE FP,PLCb3 inh,ARFGAP1 inhibitor,Tn7 DDE FP,UHRF1 binding,PLC-gamma1 inh,ASAP1 GAP inh,HGIII-sPLA2 inh,Rev-erbA mod,proKLK7 act
Cc1ccc(CSc2nnc(-c3ccco3)o2)cc1,-1,0,-7,-3,-1,-3,-10,-9,2,0.1
C=CCS/C(N)=N\N=C\c1c(O)ccc2ccccc12,2,-180,8,9,-2,-123,-14,20*,-4,-0.3
COCCNC(=O)C1CCCN(Cc2ccc(C#N)cc2)CC1 (stereo unspecified),-2,3,-9,2,-1,2,-10,-1,0,-0.4
CCOc1ccccc1COC(=O)c1cccc(-n2cnnn2)c1,-1,-2,-5,3,-1,0,-2,-13,0,-0.1
O=C(c1cc(COc2ccc(F)cc2Cl)on1)N1CCCCCCC1,-3,-6,9,3,3,3,3,-8,3,0.6
CCCCN1C(=O)NC(c2cccc([N+](=O)[O-])c2)C(C(=O)OCC)=C1C (stereo unspecified),-5,1,-2,-11,3,1,-1,-1,-1,-0.1
N#CCC(=O)Nc1ccc(C(=O)OCC(=O)NC2CCCc3ccccc32)cc1 (stereo unspecified),6,-28,1,-1,0,-27,0,-59,-3,-0.5
COc1ccccc1NCCC(=O)OCC(=O)Nc1cccc(S(=O)(=O)N(C)C)c1,3,-2,3,-3,-2,0,1,-11,-6,0.9
CC[C@@H](C)[C@H](NS(=O)(=O)c1ccc(C)cc1)C(=O)N1CCC(C(=O)NCC(=O)O)CC1,2,0,1,-10,-3,3,3,0,0,-0.6
Cc1ccc(CNC(=O)CC2C(=O)Nc3c2c(=O)n(C)c(=O)n3Cc2ccccc2)cc1 (stereo unspecified),-8,-7,6,-4,3,-1,8,1,2,-0.8
CC1Cc2cc(/C(O)=C3/C(=O)C(=O)N(CCCn4ccnc4)C3c3cccnc3)ccc2O1 (stereo unspecified),-4,-2,1,1,-2,-1,5,2,2,0.1
COC(=O)[C@@]1(Cc2ccc(OC)cc2)[C@H]2c3cc(C(=O)N4CCCC4)n(Cc4ccc(S(C)(=O)=O)cc4)c3C[C@H]2CN1C(=O)c1ccccc1,0,-16,-1,-3,2,-8,5,-14,-1,-1.3
